Screens from PubChem BioAssay.
LYPLA2 inh: counter-screen for PME1 inhibitors: inhibitors of human LYPLA2; O95372; recombinant LYPLA2, FP-Rh probe fluorescence polarization; inhibition, % at 5.9 µM; hit rate 0.38% among 320,000; AID 2177;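 active = inhibition above the screen-wide mean plus 3 SD, limit set per campaign, cut at about 26% in these data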;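 note: 0% = LYPLA2 with DMSO and 100% = wells lacking LYPLA2 enzyme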
PAFAH2 FP inh: inhibitors of human PAFAH2; recombinant PAFAH2, FP-rhodamine activity probe, fluorescence polarization; hit rate 0.99% among 340,000; inhibition, % at 3.39 µM;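 active = inhibition above the mean over all tested compounds plus 3 SD, cut at about 30% in these data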;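 note: inhibitors block probe labeling of enzyme so polarization drops; 0% = enzyme with DMSO and 100% = wells lacking PAFAH2 protein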
pPAFAH inh: pPAFAH (human) enzyme inhibition | Q13093 | recombinant pPAFAH, FP-rhodamine probe fluorescence polarization | inhibition, % at 3.39 µM | hit rate 1.5% among 330,000 | AID 463082;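 active = inhibition above the mean inhibition across the screen plus 3 SD, cut at about 25% in these data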;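 note: inhibitors block binding of the rhodamine activity-based probe so polarization drops; 0% = enzyme with DMSO and 100% = wells lacking pPAFAH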
Target sequence (Q13093 whole entry, looked up): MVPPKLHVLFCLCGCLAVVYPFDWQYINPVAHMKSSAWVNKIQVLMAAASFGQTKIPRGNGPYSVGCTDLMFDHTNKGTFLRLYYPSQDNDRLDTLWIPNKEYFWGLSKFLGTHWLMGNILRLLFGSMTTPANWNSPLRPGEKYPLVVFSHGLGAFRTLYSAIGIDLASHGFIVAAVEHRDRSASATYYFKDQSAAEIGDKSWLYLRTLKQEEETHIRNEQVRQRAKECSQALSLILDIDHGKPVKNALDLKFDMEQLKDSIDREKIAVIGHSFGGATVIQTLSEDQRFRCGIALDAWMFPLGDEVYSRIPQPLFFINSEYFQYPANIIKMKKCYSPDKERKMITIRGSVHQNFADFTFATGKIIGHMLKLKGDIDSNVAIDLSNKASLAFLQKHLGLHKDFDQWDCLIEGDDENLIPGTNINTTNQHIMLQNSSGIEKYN
PAFAH1B2 inh: blocks human PAF acetylhydrolase 1b catalytic subunit 2 | P68402 | recombinant PAFAH1B2, FP-rhodamine activity probe, fluorescence polarization | inhibition, % at 3.39 µM | hit rate 1.2% among 340,000;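 active = inhibition above the mean of all tested compounds plus 3 SD, cut at about 24% in these data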;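 note: 0% = enzyme with DMSO and 100% = wells lacking PAFAH1B2; many of its hits are not listed in these tables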
Target sequence (P68402 whole entry, looked up): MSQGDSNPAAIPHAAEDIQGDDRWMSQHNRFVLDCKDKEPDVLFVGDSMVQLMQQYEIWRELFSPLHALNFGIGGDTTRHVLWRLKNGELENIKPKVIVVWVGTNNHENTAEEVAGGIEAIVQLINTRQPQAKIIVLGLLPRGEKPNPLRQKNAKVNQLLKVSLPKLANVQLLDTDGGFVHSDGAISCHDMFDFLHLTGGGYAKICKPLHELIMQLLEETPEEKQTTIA
GSTO1 inh: blocks human GSTO1 in RBBP9 counter-screen; P78417; recombinant GSTO1, activity-based probe fluorescence polarization; inhibition, % at 5.96 µM; hit rate 1.1% among 300,000;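 active = inhibition above the campaign mean inhibition plus 3 SD, cut at about 35% in these data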;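 note: 0% = GSTO1-1 with DMSO and 100% = wells lacking GSTO1-1 enzyme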
PME-1 inh: blocks human protein phosphatase methylesterase 1; Q9Y570; recombinant PME-1, FP-Rh probe fluorescence polarization; inhibition, % at 5.9 µM; hit rate 0.53% among 320,000; AID 2130;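 active = inhibition above the campaign mean of all compounds plus 3 SD, cut at about 26% in these data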;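 note: competitive labeling of PME-1 active site by serine hydrolase directed probe; 0% = PME-1 with DMSO and 100% = wells lacking PME-1 enzyme; inhibitors block probe labeling so polarization falls and inhibition rises; many of its hits are not listed in these tables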
LYPLA1 counter: blocks human lysophospholipase 1, a PME1 counter-screen | O75608 | recombinant LYPLA1, FP-Rh probe fluorescence polarization | inhibition, % at 5.9 µM | hit rate 0.16% among 320,000;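 active = inhibition above the mean of all tested compounds plus 3 SD, set per campaign, cut at about 14% in these data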;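 note: inhibitors block serine hydrolase probe labeling of LYPLA1 so polarization falls; 0% = enzyme with DMSO and 100% = wells lacking LYPLA1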
PAD4 inh: PAD4 (human) enzyme inhibition; recombinant PAD4, RCA probe fluorescence polarization; inhibition, % at 6.36 µM; hit rate 0.41% among 330,000; AID 485272;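 active = percent inhibition above a cutoff equal to the mean of all tested compounds plus 3 SD, cut at about 15% in these data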;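 note: 0% = PAD4 with RCA probe and DMSO and 100% = probe without PAD4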
PAFAH1B3 inh: PAFAH1B3 (human) inhibition | hit rate 0.28% among 340,000 | Q15102 | recombinant PAFAH1B3, FP-rhodamine probe, fluorescence polarization | inhibition, % at 3.39 µM | AID 492972;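 active = inhibition above the screen-wide average of all tested compounds plus 3 SD, cut at about 25% in these data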;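 note: 0% = enzyme with DMSO only and 100% = wells lacking PAFAH1B3 protein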
Target sequence (Q15102 whole entry, looked up): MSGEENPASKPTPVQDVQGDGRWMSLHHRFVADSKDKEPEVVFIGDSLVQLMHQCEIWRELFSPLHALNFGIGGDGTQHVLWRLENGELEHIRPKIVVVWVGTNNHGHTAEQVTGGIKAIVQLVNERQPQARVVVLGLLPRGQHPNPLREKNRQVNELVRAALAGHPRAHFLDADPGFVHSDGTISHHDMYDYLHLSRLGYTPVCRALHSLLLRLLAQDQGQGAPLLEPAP
* marks the source's active call; other numbers are inactive results; . = not tested or not shown. Some of the compounds tested; count on the stated rates, not on these rows.

Under each structure – LYPLA2 inh	PAFAH2 FP inh	pPAFAH inh	PAFAH1B2 inh	GSTO1 inh	PME-1 inh	LYPLA1 counter	PAD4 inh	PAFAH1B3 inh
> O=C(c1cccnc1)C1CCCN(Cc2nc(-c3cnccn3)no2)C1 (centres undefined)
 : 6	2	6	6	-6	4	5	-1	0
> CC(C)OC(=O)c1c(N)n(Cc2ccco2)c2nc3ccccc3nc12
 : -3	5	-4	-4	5	2	-1	-14	13
> CC(C)(C)P(=O)(N1CCOCC1)N1CCOCC1
 : -6	3	1	4	2	2	-2	-19	5
> NCCc1ccccc1
 : 5	4	0	0	-3	2	-5	1	6
> CC(=O)C1C2c3ccccc3OC1(C)N=c1s/c(=C/c3cnn(C)c3)c(=O)n12 (centres undefined)
 : 2	6	3	-3	3	-4	0	5	6
> CCCN(CCC)[C@@H]1CCc2cccc(O)c2C1
 : 8	3	-1	2	8	4	1	-7	7
> C=CCn1c(O)c(C=Nc2ccc(F)cc2)c(=O)[nH]c1=O
 : 1	-1	0	-3	-1	0	1	-2	-5
> CCc1ccc(NC(=O)C(C)OC(=O)c2c(C)nn(Cc3ccccc3)c2Cl)cc1 (centres undefined)
 : -1	1	3	-2	7	-1	-4	-4	-5
> Cc1nn(Cc2ccccc2)c(C)c1C(=O)OCC(=O)Nc1cc(S(C)(=O)=O)ccc1Cl
 : -4	1	0	4	-7	1	4	-4	-10
> O=C(Nc1nccs1)c1c(O)c2c(n(Cc3ccco3)c1=O)CCCC2
 : 4	1	1	2	5	1	0	0	0
> CCOC(=O)C1=C(C)c2ccccc2OC1(C(=O)OCC)c1ccccc1 (centres undefined)
 : .	0	1	0	.	.	.	-1	4
> CCN(CC)C1=NC(=[N+](CC)CC)c2ccccc21
 : 4	-5	-3	3	-4	-1	1	3	5
> CC(C)N1CCN(Cc2cc3c(cc2Cl)OCO3)CC1CCO (centres undefined)
 : -3	5	-7	4	-7	-3	-2	-5	6
> COC(=O)C1=C(c2ccc(OC)c(OC)c2)C[C@@H]2CC[C@H]1N2C(=O)NCc1ccco1
 : 0	-5	-1	2	.	0	-5	0	5
> CC(=O)Nc1ccc(C(c2c(O)c3ccccc3oc2=O)c2c(C)n(C)n(-c3ccccc3)c2=O)cc1 (centres undefined)
 : -6	-3	1	0	2	-5	0	-7	-1
> CCN1CCN(Cc2cc(Br)ccc2O)CC1
 : 3	-2	10	4	2	-2	0	-4	0
> CSc1ncc(Cl)c(C(=O)O)n1
 : -4	-4	5	2	-5	1	2	-1	5
> COc1ccccc1N=Nc1c(O)[nH]c(=S)[nH]c1=O
 : -6	3	6	4	2	-3	-7	-4	-3
> Clc1ccc(C[n+]2c(-c3ccccc3)cc(-c3ccccc3)cc2-c2ccccc2)cc1
 : 3	3	8	2	2	-4	0	0	3
> O=CC(Cl)P(=O)(N1CCOCC1)N1CCOCC1 (centres undefined)
 : -1	-5	-4	-2	2	0	-4	2	-6
> COc1ccccc1CN1CCCC(C(=O)c2ccccc2OC)C1 (centres undefined)
 : 4	3	-2	0	3	-4	0	-2	5
> Cn1c(O)c(C=NC2CCN(Cc3ccccc3)CC2)c(=O)n(C)c1=O
 : -1	-2	9	3	10	-4	-2	4	2
> Cc1cc(OCC(=O)N[C@@H](Cc2ccccc2)C(=O)O)c2c3c(c(=O)oc2c1)CCC3
 : -3	-2	6	4	-11	4	-3	0	3
> CCCC(=O)NC(Oc1ccc(Cl)cc1Cl)C(Cl)(Cl)Cl (centres undefined)
 : 3	-1	1	-4	5	1	-2	5	4
> CCOc1ccc(-n2c(O)c(C=Nc3ccc(NC(C)=O)cc3)c(=O)[nH]c2=O)cc1
 : 6	4	0	8	7	2	2	-1	5
> COC(=O)C1=C(c2ccccc2)C[C@@H]2CC[C@H]1N2C(=O)NCc1cccc2ccccc12
 : -5	1	0	-3	7	1	-1	-4	3
> C[C@]12CCC3C(CC[C@H]4C[C@H](O)CC[C@]34C)C1CC(=O)[C@@H]2O (some centres undefined)
 : .	3	0	6	.	.	.	-3	3
> CC(C)Oc1cccc(C(=O)C2CCCN(C3CCOCC3)C2)c1 (centres undefined)
 : -3	1	-7	2	-1	-3	4	-2	5
> COC(=O)c1c(N)n(Cc2ccc(OC)cc2)c2nc3ccccc3nc12
 : -2	6	-3	-2	13	6	-4	-7	9
> COc1ccccc1N1CCN(Cc2cnc(-c3ccccc3)[nH]2)CC1
 : 1	-1	3	3	2	-8	0	-4	0
> CCC(=NCCc1ccccc1)c1c(O)[nH]c(=O)[nH]c1=O
 : -1	0	4	3	-5	-7	5	3	-3
> CC(=O)OC1N=C(c2ccccc2)c2cc(Br)ccc2NC1=O (centres undefined)
 : 0	4	4	7	-4	-1	-2	2	-3
> Nc1ccccc1-[n+]1c(-c2ccccc2)cc(-c2ccccc2)cc1-c1ccccc1
 : 9	0	0	-2	-6	-2	2	0	5
> C/C(O)=C(\C#N)C(=O)Nc1cc(Br)ccc1Br
 : -8	-1	0	7	-80	-4	-6	0	6
> CC1(C)C2([N+](=O)[O-])CNCC1([N+](=O)[O-])CNC2
 : 1	3	4	-1	7	3	3	-6	1
> Oc1ccccc1C1NCc2ccccc2-n2cccc21 (centres undefined)
 : 4	-4	2	10	1	-1	-3	1	2
> CCCCCn1c(=O)c(C(=O)NCc2ccccn2)c(O)c2ccccc21
 : 3	-4	6	-6	-4	-6	0	-1	5
> O=C(O)CNC1c2ccccc2CSc2ccccc21 (centres undefined)
 : 1	.	5	.	8	0	1	4	.
> COc1cccc(CCNCc2c(F)cccc2F)c1
 : -4	-3	2	-1	1	1	-1	-1	0
> Cc1nc2cc([N+](=O)[O-])ccc2c(=O)n1-c1ccc(Br)cc1
 : 1	-1	10	4	2	-3	-3	5	7
> CC(=O)O[C@@]12CO[C@@H]1C[C@@H](O)[C@@]1(C)C(=O)[C@H](O)C3=C(C)[C@@H](OC(=O)[C@H](O)[C@@H](NC(=O)c4ccccc4)c4ccccc4)C[C@@](O)([C@@H](OC(=O)c4ccccc4)C12)C3(C)C (some centres undefined)
 : 1	-5	0	9	3	8	2	1	-2
> O=[N+]([O-])c1ccc(C2C3C(c4ccccc4)=NC4(CCCCC4)N32)cc1 (centres undefined)
 : -1	6	6	2	-2	3	-3	2	4
> C[C@]1(O)CCC2C3CC[C@H]4C[C@@H](OC(=O)CNC(=O)CN)CC[C@]4(C)C3CC[C@@]21C (some centres undefined)
 : .	-2	4	3	.	.	.	1	2
> Clc1ccc(CSC(Cn2ccnc2)c2ccc(Cl)cc2Cl)cc1 (centres undefined)
 : -2	-2	1	18	3	5	-1	2	14
> Cc1ccc(C(=O)N/C(=C\Cl)P(=O)(c2ccccc2)c2ccccc2)cc1
 : -3	-3	5	1	1	0	-5	-7	1
> CN(Cc1c[nH]c2ccccc12)C1CCCCC1
 : -7	-7	4	-1	10	1	-4	-4	12
> CC(C)c1ccc(-n2c(O)c(/C=N/N3CCOCC3)c(=O)[nH]c2=S)cc1
 : -7	-8	6	4	0	-8	-1	-5	-10
> CCOc1cc(CNCCc2cccc(F)c2)ccc1OC
 : -1	-11	-4	2	-8	-4	2	2	0
> CCCCn1c(O)c(/C=N/N2CCOCC2)c(=O)[nH]c1=S
 : 5	-3	1	7	-5	-4	-1	-1	4
> COc1ccc(CCn2c(O)c(C=NCc3ccc4c(c3)OCO4)c(=O)[nH]c2=O)cc1OC
 : 2	-5	-3	4	-2	-5	-4	0	7
> CCC(=NCc1cccnc1)c1c(O)n(-c2ccccc2)c(=O)[nH]c1=O
 : 4	.	1	.	10	-3	0	-5	.
> COc1ccc(NC(=O)C2C3CCC(O3)C2C(=O)O)c(OC)c1 (centres undefined)
 : -3	9	0	-1	6	2	0	-8	7
> CCN1CCN(Cc2nc3ccc([N+](=O)[O-])cc3c(=O)n2-c2ccccc2F)CC1
 : -1	-1	1	6	3	0	1	-4	7
> CCCCC(=O)N/N=C/c1c(O)n(Cc2ccco2)c(=O)[nH]c1=O
 : 2	4	4	6	5	-8	-4	-2	2
> CCOP(=O)(OCC)C(NC(=O)NC)C(N)=O (centres undefined)
 : 4	0	0	4	7	-9	1	-7	14
> COC(=O)C1=C(c2ccccc2OCc2ccccc2)C[C@@H]2CC[C@H]1N2C(=O)NCc1ccc(N(C)C)cc1
 : 5	8	5	6	.	6	0	1	-3
> O=C(c1cccs1)c1cn(Cc2ccccc2Cl)c2ccccc12
 : 0	-9	71*	-5	-7	-13	-3	-1	-6
> N=c1sc2c(n1Cc1ccccc1)CCCC2
 : 4	-2	7	-1	2	4	0	-8	-6
> O=c1c2ccccc2nc(CN2CCOCC2)n1-c1ccccc1F
 : 4	-2	1	3	7	0	-1	-5	2
> O=C(N/N=C/c1c(O)n(CCC2=CCCCC2)c(=S)[nH]c1=O)c1ccccc1
 : -6	-1	52*	29*	-25	9	-3	-5	15

The list continues.
Under each structure – LYPLA2 inh	PAFAH2 FP inh	pPAFAH inh	PAFAH1B2 inh	GSTO1 inh	PME-1 inh	LYPLA1 counter	PAD4 inh	PAFAH1B3 inh
> CC(=O)c1ccc(NC2=NCCCS2)cc1
 : 2	12	2	-7	0	-1	0	-1	-9
> O=[N+]([O-])c1cc(Cl)c(O)c(-[n+]2c(-c3ccccc3)cc(-c3ccccc3)cc2-c2ccccc2)c1
 : 3	7	7	1	1	14	7	2	-1
> CCN1CCN(c2nc3ccccc3s2)CC1
 : -1	6	1	-5	-1	3	2	0	3
> Nc1c(C(=O)OCC2CCCO2)c2nc3ccccc3nc2n1Cc1cccs1 (centres undefined)
 : -8	-12	12	0	39*	12	-1	-9	-2
> C[N+]1(CCC(C(N)=O)(c2ccccc2)c2ccccc2)CCCCC1
 : 5	.	-3	.	7	4	1	-6	.
